EBI2 block: EBI2 receptor antagonists, beta-arrestin recruitment, primary screen, cell-based, luminescence, 7a,25-OHC stimulation, uHTS | G-protein coupled receptor 183 (Homo sapiens), P32249 | 7a,25-OHC stimulated | inhibition, % at 5 µM | actives 0.81% (n = 360,000); in the data active = inhibition above about 38%;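 also: enzyme fragment complementation signal reports receptor beta-arrestin coupling in cells; 0% = agonist plus DMSO wells and 100% = wells without agonist; some results beyond the cut were filed as inactive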
CCR6 antagonist: CCR6 receptor antagonists, primary screen, cell-based, CHO-K1, luminescence, beta-arrestin, uHTS; CHO-K1 CCR6 PathHunter beta-arrestin, CCL20-stimulated; inhibition, % at 20 µM; actives 0.49% (n = 340,000);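 active = compounds whose inhibition of the agonist-driven luminescence signal at 20 µM reaches about 50%, limit read from the data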;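 also: cells stimulated with CCL20 at 14 nM final; plate controls were DMSO with CCL20 for no effect and DMSO without agonist for full effect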
Target sequence (P51684 whole entry, looked up): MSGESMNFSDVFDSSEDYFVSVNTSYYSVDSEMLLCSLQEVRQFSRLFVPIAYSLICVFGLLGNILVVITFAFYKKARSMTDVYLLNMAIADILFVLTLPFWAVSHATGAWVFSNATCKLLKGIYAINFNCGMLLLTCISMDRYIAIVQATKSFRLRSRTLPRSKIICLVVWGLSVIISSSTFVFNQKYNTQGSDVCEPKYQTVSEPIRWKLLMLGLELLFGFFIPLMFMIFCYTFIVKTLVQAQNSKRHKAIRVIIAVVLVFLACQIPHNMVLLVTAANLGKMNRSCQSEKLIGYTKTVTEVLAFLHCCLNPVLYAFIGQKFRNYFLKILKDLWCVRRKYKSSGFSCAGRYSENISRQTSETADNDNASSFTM
Gli-Sufu antag: Gli-Sufu pathway antagonists, primary screen, luciferase luminescence, Sufu-KO-LIGHT cells, uHTS; actives 0.74% (n = 340,000); Sufu-KO-LIGHT fibroblasts, Gli luciferase reporter luminescence; AID 588413, 2011; inhibition, % at 5 µM;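 active = inhibition above about 55%, limit read from the data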;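 also: 0% = DMSO-treated cells and 100% = wells with medium but no cells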
697 NFkB inh: inhibitors of PMA/ionomycin-induced NF-kB reporter, 697 cells, primary screen, B-cell NF-kB inhibitor project, cell-based, luminescence, uHTS; 697 B-cell NF-kB luciferase reporter, 16 h; inhibition, % at 4 µM; actives 0.33% (n = 330,000); AID 435022, 2010; in the data active = inhibition above about 35%
Jurkat NFkB inh: inhibitors of induced NF-kB luciferase reporter, primary screen, TCR NF-kB activation inhibitor project, cell-based, luminescence, uHTS; Jurkat, PMA/ionomycin-induced NF-kB luciferase reporter; inhibition, % at 4 µM; actives 0.53% (n = 330,000); AID 435003, 2010; in the data active = inhibition above about 50%
CXCR6 inh: CXCR6 receptor inhibitors, primary screen, cell-based, beta-arrestin, luminescence, CHO-K1 PathHunter, 1536-well. inhibition, % at 20 µM. actives 0.36% (n = 360,000). C-X-C chemokine receptor type 6 (Homo sapiens), O00574; in the data active = inhibition above about 34%, passing the limit was not always enough;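 also: antagonist mode with CXCL16 agonist at 10 nM final; 0% = 10 nM CXCL16 with DMSO and 100% = unstimulated wells without agonist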
UBC13 inh: UBC13 polyubiquitin chain formation inhibitors, primary screen, biochemical, TR-FRET, uHTS; Ubiquitin-conjugating enzyme E2 N (Homo sapiens), P61088; inhibition, % at 20 µM; actives 0.47% (n = 330,000); in the data active = inhibition above about 45%, passing the limit was not always enough
Target sequence (P61088 whole entry, looked up): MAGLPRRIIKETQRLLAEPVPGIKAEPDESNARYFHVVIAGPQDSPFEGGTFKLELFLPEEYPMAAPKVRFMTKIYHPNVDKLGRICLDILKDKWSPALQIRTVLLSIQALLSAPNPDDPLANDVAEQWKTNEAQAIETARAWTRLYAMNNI
APJ antagonist: antagonists of human apelin receptor APJ, primary screen, CHO-K1 cells, beta-arrestin complementation, luminescence; inhibition, % at 20 µM; actives 0.32% (n = 330,000); P35414; AID 2521, 2010;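 active = inhibition above about 40% at 20 µM, limit read from the data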;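 also: cells challenged with 10 nM apelin-13 agonist together with compound; plate controls were apelin-13 plus DMSO wells for no effect and DMSO wells lacking apelin-13 for full effect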
Target sequence (P35414 whole entry, looked up): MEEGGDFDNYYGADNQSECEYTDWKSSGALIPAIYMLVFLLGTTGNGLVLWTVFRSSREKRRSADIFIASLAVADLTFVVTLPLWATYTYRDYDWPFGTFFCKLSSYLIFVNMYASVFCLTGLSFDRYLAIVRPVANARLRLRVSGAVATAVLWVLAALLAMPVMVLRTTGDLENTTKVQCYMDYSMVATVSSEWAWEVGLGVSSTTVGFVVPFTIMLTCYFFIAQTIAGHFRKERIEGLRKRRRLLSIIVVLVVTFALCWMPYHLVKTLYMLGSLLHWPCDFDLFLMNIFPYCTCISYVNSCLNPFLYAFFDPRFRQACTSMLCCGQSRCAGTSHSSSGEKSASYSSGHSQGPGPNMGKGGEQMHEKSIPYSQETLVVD
* marks the source's active call; other numbers are inactive results; / = no result given.

SMILES	EBI2 block	CCR6 antagonist	Gli-Sufu antag	697 NFkB inh	Jurkat NFkB inh	CXCR6 inh	UBC13 inh	APJ antagonist
Cc1ccc(S(=O)(=O)N2CCN(c3ncnc4scc(-c5ccc(F)cc5)c34)CC2)cc1	21.3	15.4	8.9	-23.2	-9.3	7.5	-12.8	-37.3
Cc1cc(=O)oc2cc(OC(C)C(=O)NCc3ccccn3)ccc12 (stereo unspecified)	-6.2	14.4	32.2	-12.9	2.2	-1.4	-6.2	14.5
COc1ccc(CCC(=O)Nc2ccc(Cl)c(S(=O)(=O)N3CCCC3)c2)cc1	6.7	-0.5	1.9	-27.2	37.1	-8.2	-4.3	-27.0
CC(C)(C)Nc1nc(Oc2ccc(=O)[nH]n2)nc(N2CCOCC2)n1	-1.7	-1.7	7.8	16.0	9.2	1.3	4.0	-0.7
O=C(Nc1sc2c(c1C(=O)O)CCCC2)c1ccc(Cl)cc1	-10.0	-9.9	13.3	-73.6	-30.6	10.0	-10.3	2.5
CCn1c(=O)c(=O)[nH]c2c(=O)oc3ccc(S(=O)(=O)Nc4ccccc4)cc3c21	-4.2	7.7	-7.1	18.5	5.2	0.2	-6.7	-13.2
NNc1ccc(Cl)c(C(=O)O)c1	0.0	11.3	-40.5	-24.2	0.7	7.0	-7.3	-11.7
CC(C)CC(=O)N1CC(=O)Nc2ccc(F)cc2C1c1ccccc1 (stereo unspecified)	3.6	10.8	23.4	0.6	3.2	13.0	-5.4	12.1
CSCCC1NC2(C(=O)Nc3c2ccc(Cl)c3C)[C@@H]2C(=O)N(C3CCCC3)C(=O)[C@H]12 (stereo partly specified)	8.4	0.6	-8.4	3.7	4.5	-6.5	-3.0	11.9
COC(=O)c1cc(C(=O)CSc2nc(C)cc(C)n2)ccc1O	1.1	3.6	14.1	0.7	17.6	7.2	4.6	8.2
O=C(NCc1ccco1)C(Cc1ccccc1)N1C(=O)c2ccccc2C1=O (stereo unspecified)	-6.7	7.0	-4.6	1.8	-0.7	1.1	-7.9	-4.1
O=C(Cn1c(=O)oc2cc(S(=O)(=O)N3CCCC3)ccc21)Nc1cccc(C(F)(F)F)c1	-16.8	-0.8	-42.4	-23.9	-10.8	-9.9	-9.3	-5.0
O=C(COC(=O)c1ccccc1OCc1ccc(Cl)cc1)NC1CC1	7.0	-0.1	-33.2	3.8	5.9	-4.2	1.5	2.6
C#CCN(C(=O)c1cc(COc2ccc(C)c(C)c2)on1)C1CCCCC1	33.5	26.0	1.6	8.6	12.0	6.8	9.8	-0.8
CCOC(=O)c1cc2sc(C)cc2n1CC(=O)N1CCOCC1	-1.3	1.9	-5.9	3.5	3.4	-5.5	-6.0	10.6
Cc1ccc(Cl)cc1NC(=O)COC(=O)C1CC1	9.0	13.7	-0.9	-6.4	7.2	1.1	-4.8	-2.3
CCCS(=O)(=O)c1nc(S(=O)(=O)c2ccc(C)cc2)c(NCc2ccccn2)s1	1.5	10.2	-1.7	13.3	-16.9	5.4	-3.1	-20.2
COC(=O)c1cccnc1NC(=S)NC(C)C	9.0	2.6	/	-19.2	16.4	5.2	-1.4	10.6
CN(CC(=O)Nc1cccc(F)c1)C(=O)CCSc1ccc(F)cc1	-13.9	21.0	/	5.2	0.8	3.0	4.9	14.4
COc1ccc(N2CC(C(=O)N/N=C/c3c[nH]c4ccccc34)CC2=O)cc1 (stereo unspecified)	-4.5	14.1	-3.9	-9.2	-2.7	-10.1	-12.1	-12.6
Cc1cc(C(=O)COC(=O)c2ccc[nH]c2=O)c(C)n1C	-2.4	-4.7	-22.9	-12.9	-2.0	-5.8	14.6	13.6
COc1ccc(CCNS(=O)(=O)c2ccc3c(c2)CCN3C(=O)CCC(=O)O)cc1OC	-4.4	7.7	-8.0	-9.8	1.5	-6.5	-3.8	6.0
COc1cc(C(=O)NC(C)c2ccc3ccccc3c2)cc(Cl)c1O (stereo unspecified)	0.9	-4.6	-15.4	26.1	8.0	-0.5	3.0	10.6
COc1ccccc1N1CC(C(=O)Nc2ccccc2N2CCCC2)CC1=O (stereo unspecified)	-1.1	10.9	8.4	-8.2	1.6	0.2	2.6	-1.0
COCC(C)N=C1SCCN1Cc1ccccc1 (stereo unspecified)	8.7	23.5	5.9	-2.4	-15.7	17.3	-7.9	-20.1
CC(C)(C)CC(=O)Nc1cc(S(=O)(=O)N2CCOCC2)ccc1N1CCCC1	4.8	11.0	8.2	2.6	1.3	0.6	-5.5	12.6
O=C(CCc1ccccc1)NNC(=S)NCCc1ccccc1	-9.3	-6.8	-14.3	-1.1	-0.8	-0.1	1.9	28.3
C=CCN1C(=O)c2ccc(C(=O)NCCOc3ccccc3F)cc2C1=O	-8.8	11.6	-11.7	-4.4	19.8	-8.0	0.4	19.5
CCCCCCN(C(=O)CCCCCN1C(=O)NC(c2ccc(-c3ccccc3)cc2)C(C(=O)OCc2ccccc2)=C1C)C(C(=O)NCCCC)c1ccc(OCC(=O)OC)c(C(=O)OC)c1 (stereo unspecified)	/	/	/	-27.8	10.3	/	-21.9	9.3
c1ccc(OCCOCCSc2ncccn2)cc1	-4.0	10.5	9.7	22.4	-25.4	-6.0	0.6	-8.1
COc1ccc(CN(C)C(=O)c2ccccc2OCc2c(C)noc2C)c(OC)c1	5.2	2.8	1.9	0.9	-9.8	6.7	15.8	19.7
CC(C)Cc1csc(NC(=O)c2ccc(Cl)cc2)c1C(=O)O	-6.6	-16.5	2.9	-33.0	-5.1	-5.7	-19.3	-11.6
O=C(Nc1cccc(C(F)(F)F)c1)n1cc(-c2ccccn2)c(N2CCOCC2)n1	-0.1	6.5	-0.6	18.7	2.0	-6.5	9.8	3.7
Cc1ccc(OCCNC(=O)c2ccc(C)cc2)cc1	40.1*	0.6	/	-28.2	-40.1	3.7	0.9	-19.9
S=C(Nc1ccccc1Cl)N(CCCN1CCOCC1)Cc1ccccn1	4.3	-8.4	21.2	8.0	-4.0	0.5	0.0	7.5
CC(=O)c1ccc(OC(=O)c2ccc(Br)o2)cc1	1.3	4.8	2.5	21.8	4.0	-9.3	-2.9	2.0
Cc1ccccc1NC(=S)NNC(=O)c1csc2c1CCC(C)C2 (stereo unspecified)	3.7	36.7	46.2	-155.9	-96.9	9.8	-36.3	38.2
CCOc1ccc(CNCCCSc2ncccn2)cc1OC	1.9	8.3	12.6	5.8	14.1	-2.8	13.0	12.2
Nc1[nH]c(N=NC(=O)c2ccccc2)c2ccccc12	-17.6	-17.3	-2.5	-116.5	-111.7	-3.6	-16.0	0.8
CC(=O)Nc1ccc(S(=O)(=O)NCCC(=O)OCc2ccc([N+](=O)[O-])cc2)cc1	-4.8	1.9	-2.4	1.1	1.7	-8.7	2.4	1.7

Only Jurkat NFkB inh, for some of the entries so far:
compound	Jurkat NFkB inh
CC(C)Cc1csc(NC(=O)c2ccc(Cl)cc2)c1C(=O)O	-5.1
O=C(Nc1cccc(C(F)(F)F)c1)n1cc(-c2ccccn2)c(N2CCOCC2)n1	2.0
Cc1ccc(OCCNC(=O)c2ccc(C)cc2)cc1	-40.1
S=C(Nc1ccccc1Cl)N(CCCN1CCOCC1)Cc1ccccn1	-4.0
CC(=O)c1ccc(OC(=O)c2ccc(Br)o2)cc1	4.0

(further entries)
SMILES	EBI2 block	CCR6 antagonist	Gli-Sufu antag	697 NFkB inh	Jurkat NFkB inh	CXCR6 inh	UBC13 inh	APJ antagonist
COc1ccc(CNC(=O)C2CCCN2S(=O)(=O)c2ccc(S(=O)(=O)N(C)C)cc2)cc1 (stereo unspecified)	-6.7	11.7	7.6	5.0	-3.0	9.3	-3.2	-19.0
CCOc1ccc(-c2ccc(NS(=O)(=O)c3ccc([N+](=O)[O-])cc3)cc2)nn1	-2.3	28.4	6.1	8.8	6.2	-29.5	-8.6	-48.1
COc1ccc2c(CC(=O)Nc3ccccc3OC)coc2c1	-12.2	7.3	-3.5	-19.7	-26.1	5.1	30.5	9.1
COc1ccccc1N1CCN(C(=O)c2ccc(NC3=NC4CS(=O)(=O)CC4S3)cc2)CC1 (stereo unspecified)	-5.4	3.3	-23.7	-19.6	0.8	1.2	2.0	12.6
COC(=O)[C@H](CCSC)NC(=O)Nc1ccc(S(N)(=O)=O)cc1	-2.4	12.9	7.0	5.2	12.4	-6.5	-2.1	11.1
CCOC(=O)COc1ccc(C(=O)Nc2cccc(Cl)c2C)cc1	11.7	1.5	-6.4	8.9	5.2	5.0	-3.9	0.5
O=C(Nc1cccc(F)c1)c1ccc(Br)o1	-4.7	6.2	-16.4	2.0	-24.9	-4.4	-4.5	15.4
CC1CCCN(C(=O)c2cccc(S(=O)(=O)Nc3cc(C(F)(F)F)ccc3Cl)c2)C1 (stereo unspecified)	-10.7	6.8	0.6	/	/	-2.3	/	/
CCOc1ccc(N(CC(=O)NCCOc2ccc(C)cc2)S(=O)(=O)c2ccccc2)cc1	90.5*	5.7	9.2	-5.7	-5.4	11.1	-1.4	2.8
COc1ccc(Cl)cc1NC(=O)CN(C)C(=O)CN1C(=O)NC(C)(c2ccc3ccccc3c2)C1=O (stereo unspecified)	-5.0	-4.2	-0.4	/	/	4.9	/	/
O=C(CCCn1c(=O)[nH]c2ccccc2c1=O)Nc1ccc(F)cc1	-10.9	10.7	1.9	3.0	6.1	-6.6	-4.7	17.6
O=C(O)C1Cc2ccccc2-c2ccccc2C1	-5.2	-8.4	-3.1	-16.4	-22.7	-2.7	0.5	9.4
COc1cc2c(cc1/C=C1/NC(=O)N(CC(=O)Nc3ccccc3)C1=O)OCO2	6.9	10.3	-0.2	15.8	9.3	5.9	-7.2	1.3
Cc1c(C(=O)N2CCN(Cc3ccc4c(c3)OCO4)CC2)cccc1[N+](=O)[O-]	-5.8	-1.9	2.0	2.8	9.1	-9.8	4.5	-19.6
CC(=O)/C(=N\Nc1ccc(C)cc1)N1CCOCC1	-1.8	0.5	19.0	14.1	4.3	-8.7	-13.8	21.4
Cc1ccc2nc(-c3ccccc3)cc(C(=O)NCC(c3ccco3)N(C)C)c2c1 (stereo unspecified)	-5.1	-1.4	10.6	16.5	10.8	-4.1	5.6	-2.7
O=[N+]([O-])c1ccc(OCc2nnc(-c3ccccc3)o2)cc1	7.0	-3.4	0.3	11.6	15.7	2.8	1.4	6.9
Nc1ccccc1-c1nc2ccccc2[nH]c1=O	2.7	-0.6	-4.9	-35.7	-54.3	-7.5	-10.9	-12.0
COCCNc1c(-c2ccc(OC)c(OC)c2)nc2ccc(Cl)cn12	2.3	5.5	6.2	10.2	0.7	-4.0	-15.0	3.3
Cc1nc2cc(NS(=O)(=O)c3c(C)c(C)cc(C)c3C)ccc2s1	-4.7	-7.1	24.0	-32.2	16.7	2.9	8.6	-8.9
COc1ccccc1CNC(=O)c1c(-c2ccccc2)nn(-c2ccccc2)c1C	17.1	-6.7	6.0	16.5	-5.3	2.9	1.1	-1.5
Cc1cc(NS(=O)(=O)c2ccc(NC(=O)COc3ccc(Br)cc3)cc2)nc(C)n1	2.8	4.0	-12.0	-19.8	9.9	-0.1	-5.9	12.4
O=C(NCCc1ccc(C(F)(F)F)cc1)C1CCC(=O)N(C2CC2)C1 (stereo unspecified)	10.0	5.2	0.3	-2.9	1.8	2.2	6.4	-7.1

An excerpt from above in order of the EBI2 block value, highest first:
SMILES | EBI2 block
Nc1ccccc1-c1nc2ccccc2[nH]c1=O | 2.7
CC(=O)/C(=N\Nc1ccc(C)cc1)N1CCOCC1 | -1.8
Cc1nc2cc(NS(=O)(=O)c3c(C)c(C)cc(C)c3C)ccc2s1 | -4.7

Screening data deposited in PubChem BioAssay by Sanford-Burnham Center for Chemical Genomics.

Random draw from the library; 3% or so of the library scored in one or more.
